TSHR antag – antagonists of human thyroid stimulating hormone receptor; 330,000 compounds, 0.2% hits; TSHR-expressing cells, TSH-stimulated cAMP HTRF, 2 h; active compounds read low; activity change, negative = inhibition, % at 11.5 µM; P16473;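 active means activity change below a set negative limit, meaning inhibition stronger than a set level, cut at about -70% in these data; inconclusive means activity change between two set negative limits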; further: on the % scale 0 is the no-effect control and ±100 the full control effect
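Antagonism was scored as loss of TSH-driven cAMP in TSHR cells, stimulated with 4nM TSH (EC80) for 2 hours at 37 deg C and detected by homogeneous HTRF competition immunoassay.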
CXXC DNA block – blocks binding of human MLL CXXC domain to DNA. 290,000 compounds, 0.037% hits. Q03164. AID 2662. MLL-CXXC / FITC-HOXA9 DNA fluorescence polarization. Potency, µM (titrated, usually from 115 µM), for inactives: top-dose activity change, negative = inhibition, usual class: inhibitors; active means well fitted inhibition curve with a large enough effect in the polarisation, with a control signal flat, not every such curve was filed as active; inconclusive means small, poorly fitted or top-dose-only effect, or effect the other way, or a change in a side signal; inactive means no such curve, though single readings can be large or run the other way; the % refers to the polarisation; further: potency means the concentration at half of the fitted maximal effect
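Steps: dispense CXXC domain solution (7 uM) → pin compounds or unlabeled HOX-A9 DNA control → 5 min ambient → add FLSN-HOX-A9 solution (50 nM) → spin → 30 min ambient → fluorescence polarization. Tris pH 7.5/NaCl/DTT/BSA buffer.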
Menin-MLL TR inh – menin-MLL binding inhibition, Texas Red mutant peptide. O00255. Menin + Texas Red MLL mutant peptide, fluorescence polarization. Potency, µM (titrated, usually from 61.6 µM), inactives show at the highest dose FP activity change, negative = inhibition, most hits filed as inhibitors. 270,000 compounds, 0.23% hits. AID 1768; active means well fitted inhibition curve with a large enough effect in the polarisation, with a control signal flat, not every such curve was filed as active; inconclusive means small, poorly fitted or top-dose-only effect, or effect the other way, or a change in a side signal; inactive means no such curve, though single readings can be large or run the other way; the % refers to the polarisation; further: potency means the concentration at half of the fitted maximal effect; % of control where 0% means no effect; many of its hits are not listed in these tables
TSG101-PTAP inh – blocks PTAP/TSG101 interaction to inhibit HIV-1 budding; Fluorescence polarization, FITC-PTAP peptide / Tsg101 binding; Potency, µM (series often up to 115 µM), for the others: at the top dose activity change, negative = inhibition, hits mostly inhibitors; 340,000 tested, under 10 active; AID 493005; active means well fitted inhibition curve with a large enough effect in the main read-out, with a control signal flat, not every such curve was filed as active; inconclusive means small, poorly fitted or top-dose-only effect, or effect the other way, or a change in a side signal; inactive means no such curve, though single readings can be large or run the other way; further: potency means the concentration at half of the fitted maximal effect; % of control where 0% means no effect
Target sequence (Q99816 whole entry, looked up): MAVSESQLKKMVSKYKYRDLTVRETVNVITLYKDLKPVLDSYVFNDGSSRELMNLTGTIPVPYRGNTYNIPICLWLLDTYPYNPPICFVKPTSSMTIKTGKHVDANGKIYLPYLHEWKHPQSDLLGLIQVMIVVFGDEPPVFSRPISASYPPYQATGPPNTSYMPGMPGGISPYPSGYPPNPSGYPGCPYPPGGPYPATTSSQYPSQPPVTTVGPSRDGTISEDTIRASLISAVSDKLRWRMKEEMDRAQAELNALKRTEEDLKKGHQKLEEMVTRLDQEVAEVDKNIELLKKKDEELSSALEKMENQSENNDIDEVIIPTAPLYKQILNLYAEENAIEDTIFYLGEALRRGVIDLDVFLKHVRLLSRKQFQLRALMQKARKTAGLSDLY
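Fluorescence polarization binding of Tsg101 binding domain (10 uM final) to FITC-labeled PTAP peptide (50 nM final) in HEPES pH 7.5 buffer with NaCl, Tween 20, EDTA, TCEP. Compounds added before peptide; binding 20 min at RT.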
MBNL1-CUG inh – inhibitors of human MBNL1 binding to CUG repeat RNA; TR-FRET MBNL1-His/biotin-(CUG)12 binding, 665/545 ratio; Q9NR56; AID 2675; 280,000 compounds, 0.036% hits; Potency, µM (titrated, usually from 57.5 µM), for inactives: at the highest dose activity change, negative = inhibition, actives largely listed as inhibitors; active means well fitted inhibition curve with a large enough effect in the signal ratio, with a control signal flat, not every such curve was filed as active; inconclusive means small, poorly fitted or top-dose-only effect, or effect the other way, or a change in a side signal; inactive means no such curve, though single readings can be large or run the other way; the % refers to the signal ratio; further: potency means the concentration at half of the fitted maximal effect; on the % scale 0 is the no-effect control and ±100 the full control effect
Target sequence (Q9NR56 whole entry, looked up): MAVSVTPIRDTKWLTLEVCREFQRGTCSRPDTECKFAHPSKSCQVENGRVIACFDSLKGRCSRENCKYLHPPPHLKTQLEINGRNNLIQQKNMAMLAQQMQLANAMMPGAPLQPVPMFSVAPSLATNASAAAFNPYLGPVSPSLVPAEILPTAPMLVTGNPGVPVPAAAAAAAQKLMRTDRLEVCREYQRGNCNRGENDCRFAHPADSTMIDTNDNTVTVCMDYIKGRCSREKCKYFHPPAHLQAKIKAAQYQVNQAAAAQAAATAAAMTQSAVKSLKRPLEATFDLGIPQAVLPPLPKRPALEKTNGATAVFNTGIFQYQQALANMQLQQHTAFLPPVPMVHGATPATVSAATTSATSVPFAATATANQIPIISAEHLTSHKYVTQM
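TR-FRET readout: Ex 340 nm, 665/545 nm emission ratio, normalized to buffer-only (basal) and MBNL1-(CUG)12 controls. Complex of MBNL1-His with Biotin-(CUG)12, compounds 92 nM–58 uM, incubated 60 min at room temperature.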
TCR activator – activators of T cell receptors | primary human leukocytes, anti-CD3, IL-2 HTRF, 48 h | 330,000 tested, under 10 active | Potency, µM (highest dose often 9.22 µM), for inactives: at the top dose activation of IL-2 secretion, actives largely listed as activators; further: % of control where 0% means no effect
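Primary human leukocytes incubated 48 hr with anti-CD3 beads plus compound, without co-stimulation. Secreted IL-2 measured by HTRF (europium cryptate/d2 anti-IL-2 pair, 320 nm excitation, 665 nm emission).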
S-ASM inh – blocks human secretory acid sphingomyelinase | P17405 | placental ASM, HMU-PC fluorogenic substrate, 60 min | Potency, µM (highest dose often 57.5 µM), without a hit: at the highest dose activity change, negative = inhibition, actives largely listed as inhibitors | 340,000 compounds, 0.006% hits; further: potency means the concentration at half of the fitted maximal effect
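HMU-PC0 cleavage (9 uM final) by human placental ASM, 60 min at 37 °C following 10 min compound exposure at RT; stopped at pH 10, fluorescence Ex 386/Em 447 nm.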
Mito fusion yeast – mitochondrial division inhibition or fusion activation. AID 485298. Potency, µM (titrated, usually from 46.1 µM), without a hit: at the highest dose growth rescue (activation), most hits filed as activators. 320,000 compounds, 0.23% hits. S. cerevisiae fusion-defective mutant growth rescue, CellTiterGlo 48 h;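 further: potency means the concentration at half of the fitted maximal effect; % of control where 0% means no effect; nearly all actives have a fitted effect of over 45% in size; temperature-sensitive fusion mutants such as fzo1-1 at 37 °C on non-fermentable ethanol glycerol medium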
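Read-out: ATP-based luminescence (CellTiterGlo, 10 min ambient) reporting growth of fusion-defective ts yeast after 48 hours at 37C on glycerol/ethanol YPEG medium in the presence of compound.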
Integrin act MD – activates integrin-mediated alleviation for muscular dystrophy; alpha7betagal myoblasts, beta-gal FDG fluorescence, 48 h; Potency, µM (highest dose often 38.3 µM), for the others: at the top dose activation, hits mostly activators; 350,000 compounds, 0.064% hits; AID 624291;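 further: potency means the concentration at half of the fitted maximal effect; 100% = response of the positive control SU9516; nearly all actives have a fitted effect of over 60% in size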
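Alpha7betagal+/- myoblasts (passage 13) were plated 16-24 hr, then exposed to compounds (1:260 dilution of DMSO stock) for 48 hours at 37C. After MPER lysis, β-galactosidase reporter activity was read as FDG fluorescence (ex 480/em 540) after 30 minutes.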
A-T KAP1 phos – potential ataxia-telangiectasia treatment; […] A-T fibroblasts, KAP-1 phosphorylation AlphaLISA; neocarzinostatin DNA damage 30 min before lysis; Potency, µM (top dose mostly 57.5 µM), inactives show at the highest dose activation, hits mostly activators; 320,000 compounds, 0.19% hits; further: potency means the concentration at half of the fitted maximal effect; % of control where 0% means no effect; nearly all actives have a fitted effect of over 45% in size
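ATM-like activity read as KAP-1 phosphorylation via AlphaLISA donor/acceptor antibody pairs after lysis and 6 hr at 25C. Cells were ATM-null patient fibroblasts ([…], hTERT), dosed 60 min, then exposed to the DSB inducer NCS for 30 min.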
An asterisk follows results filed as active; ? = inconclusive; . = no result given; [ ] = remark or other dose. Unless noted, the call rests on the fitted dose curve; in most records, active means well fitted curve in the direction sought with a large enough effect; inconclusive means small, poorly fitted or top-dose-only effect, or another doubt; inactive means no such curve, though single readings can be large; an effect the other way counts as inactive or inconclusive. The list is partial. The share of hits here may be higher or lower than overall.

SMILES | TSHR antag | CXXC DNA block | Menin-MLL TR inh | TSG101-PTAP inh | MBNL1-CUG inh | TCR activator | S-ASM inh | Mito fusion yeast | Integrin act MD | A-T KAP1 phos
O=C(O)CC/C(=N/NC(=O)CNC(=O)Cc1ccc(Cl)cc1)c1ccccc1 | -5 | -12% | . | 1% | 2% | -6% | 0% | -1% | 8% | -19%
COc1cc(-c2[nH]ncc2CN2CCc3sccc3C2)cc(OC)c1OC | -5 | -12% | -11% | 0% | -5% | -40% | 5% | 6% | -31% | -2%
CN(C)S(=O)(=O)c1cccc(C(=O)Nc2ccccc2C(=O)NC2CC2)c1 | -6 | . | . | 2% | . | 1%[46.1 µM] | 0% | . | -9% | 5%
CCCCN(C(=O)COC(=O)c1ccccc1)c1c(N)n(CCC)c(=O)[nH]c1=O | -9 | . | . | -8% | . | 1% | -2% | . | 7% | 14%
CCn1c2ccccc2c2cc(NC(=O)C3CCN(S(=O)(=O)c4cccs4)CC3)ccc21 | 35 | 4% | -3% | 0% | 1% | -7% | -4% | -1% | -3% | 22%
O=C(CSc1nnc(NC(=O)C2CC2)s1)Nc1ccccc1C(F)(F)F | -6 | -6% | -3% | 4% | -4% | 6% | -1% | 1% | -13% | -2%
Cc1ccc2[nH]c(=O)c(C3=NN(C(=O)CCC(=O)O)C(c4cccs4)C3)c(-c3ccccc3)c2c1 (stereo not drawn) | -4 | 1% | -15% | -7% | 10% | 2%[46.1 µM] | 46%[activator] | -5% | 4% | 2%
CCOC(=O)CNC(=O)CSc1cc(C)nc2ccc(OC)cc12 | -25 | -22% | 1% | -2% | -4% | 8% | -1% | 6% | -15% | 0%
CC(Oc1ccc(Br)cc1)C(=O)Nc1ccc(S(=O)(=O)Nc2nccs2)cc1 (stereo not drawn) | 10 | 8% | . | -4% | 0% | -1% | -3% | 0% | -1% | 3%
Cc1cccc(NC(=O)N2C3CCCC2CC(NC(=O)C2CC2)C3)c1 (stereo not drawn) | -4 | -3% | 6% | -2% | -5% | -2% | -2% | -1% | 35% | -3%
O=C(CN1C(=O)NC2(CCOc3ccccc32)C1=O)Nc1ccc(F)c(F)c1F (stereo not drawn) | -8 | -1% | 15% | -1% | 1% | 6% | -1% | 4% | -26% | -2%
COc1ccc2[nH]c(=O)c(CN(Cc3nnnn3Cc3ccc(F)cc3)CC3CCCO3)cc2c1 (stereo not drawn) | 0 | 2% | 0% | -2% | -1% | 3% | 13% | 1% | 1% | 8%
COc1cc(/C=N/n2c(-c3ccccc3)n[nH]c2=S)cc(OC)c1O | -29 | -5% | . | -2% | -7% | 3% | 39%[activator] | -5% | -1% | -7%
CCc1cc(=O)oc2c(C)c(OCC(=O)N3CCC[C@@H]3C(=O)O)ccc12 | -2 | -4% | -18% | 0% | -1% | 8% | 14% | -3% | -27% | -2%
O=C(NNc1ccccc1[N+](=O)[O-])Nc1cccc(Cl)c1 | 16 | 0% | . | -4% | ? | -16% | -17% | -10% | -20% | -3%
CC(C)(C)c1ccc(S(=O)(=O)NNC(=O)C2CCN(Cc3cccc(F)c3)CC2)cc1 | 2 | 7% | -18% | -1% | -3% | 3% | -1% | 4% | -22% | -1%
CCSc1nc2sc3c(c2c2[n+]1CC(CBr)O2)CCCC3 (stereo not drawn) | 8 | 0% | . | -9% | -5% | 3% | 0% | 12% | -30% | 5%
O=C(O)CC(c1ccccc1)c1ccccc1 | 0 | 10% | 3% | -5% | -12% | 6% | -1% | 3% | 16%[7.66 µM] | 8%
Cc1sc2ncnc(N3CCN(C(=O)c4ccco4)CC3)c2c1C | 1 | -1% | -29% | -1% | -8% | 1% | 6% | 3% | -15% | -5%
C=CCNC(=O)c1cc(=O)c2ccccc2o1 | 3 | -19% | -1% | 4% | 3% | 4% | 5% | 4% | 27% | 2%
COc1cccc(C2/C(=C(\O)c3ccc4c(c3)OCCO4)C(=O)C(=O)N2CCN(C)C)c1 (stereo not drawn) | 16 | -4% | -1% | 0% | 6% | -3% | -1% | 2% | -2% | -4%
Cc1ccccc1NS(=O)(=O)c1ccc2c(c1)NC(=O)CCS2 | -7 | 0% | . | 0% | -7% | -1% | 4% | 2% | ? | -1%
Cc1ccc(NC(=O)COC(=O)CCC(=O)c2cccs2)c(Br)c1 | 4 | . | . | -3% | . | -17% | -2% | 3% | -7% | 14%
CC(=O)N1c2ccc(S(=O)(=O)NCCC(=O)N(C)C3CCCCC3)cc2CC1C (stereo not drawn) | 5 | 1% | -7% | -3% | -7% | 3% | 2% | 23% | 16% | 7%
Cc1ccc(-c2cn(-c3ccccc3)c(SCC(=O)NC3CCS(=O)(=O)C3)n2)cc1C (stereo not drawn) | -14 | -11% | -6% | -1% | . | -2%[46.1 µM] | -2% | -1% | -23% | -1%
CC1(C)CCc2cc(S(=O)(=O)N3CCN(S(=O)(=O)c4c(F)cccc4F)CC3)ccc2O1 | 3 | . | . | 0% | . | 0% | -2% | . | . | 1%
COc1ccccc1OCC(=O)N1CCCC(Nc2ccc(F)c(F)c2)C1 (stereo not drawn) | -4 | 8% | . | -2% | 4% | -2% | 3% | -1% | -19% | 2%
O=C1COc2ccc(C(=O)NCc3ccco3)cc2N1 | 5 | 8% | -4% | -5% | -7% | 2% | 1% | 0% | 2% | 2%
CCCCNC(=O)CCn1c(=O)c2ccccc2n(CC(=O)NCCc2ccc(OC)c(OC)c2)c1=O | 1 | -2% | -3% | 2% | -4% | 0% | -2% | -5% | -38% | -1%
CCC(C)(C(=O)NC1CCCCC1)N(Cc1cccs1)C(=O)Cc1cccs1 (stereo not drawn) | 6 | 18% | -14% | 0% | -1% | 3% | -1% | 10% | -17% | 2%
CC(=O)Nc1cccc(C(=O)OCC(=O)NC(=O)Cc2ccccc2)c1 | -1 | . | . | 1% | . | 0% | -3% | -6% | 0% | 0%
Cc1nn(C)cc1/C=N/NC(=O)C1(O)c2ccccc2-c2ccccc21 | -6 | -4% | 1% | -2% | -2% | -4%[46.1 µM] | 3% | -6% | 5% | 1%
CC(=O)c1cccc(Nc2ncnc3ccc(Br)cc23)c1 | -8 | 6% | 15% | -4% | -1% | -5% | -3% | 4% | ? | 6%
CC(C)c1nc(SCc2ccccn2)c2c(=O)n(C)c(=O)n(C)c2n1 | -10 | 16% | 5% | 6% | 2% | 0% | 0% | 15% | 12% | -1%
CNS(=O)(=O)c1cccc(C(=O)OC2CCCCC2=O)c1 (stereo not drawn) | 2 | -13% | 17% | 1% | -5% | -2% | 5% | -3% | -26% | 6%
Cn1c(COc2ccc(C(=O)O)cc2)nc2ccccc21 | 4 | 0% | -10% | 2% | 0% | 4% | -1% | 10% | 15% | -3%
COc1cccc(C2=NOC(C(=O)NCCCn3ccnc3)C2)c1 (stereo not drawn) | 13 | 16% | . | -5% | -6% | 10% | 6% | 2% | 2% | -5%
O=C(Nc1ccccc1Oc1ccccc1)C1CC1 | -9 | -1% | 4% | -4% | 10% | -2% | 3% | 3% | -14% | 1%
OCC[C@@H]1C[C@H](O)[C@@H](O)[C@]2(OCCc3ccccc32)O1 | 39 | -9% | 5% | -2% | 2% | -4% | 3% | 1% | 31% | -4%
CNC(=O)COc1ccc(Nc2nnc(C)c3ccccc23)cc1 | -6 | 12% | . | -1% | . | -1% | -4% | -4% | -12% | 1%
CN1CCN(CC(O)COc2ccc(S(=O)(=O)N3CCOCC3)cc2)CC1 (stereo not drawn) | -2 | . | . | -3% | . | 2% | 2% | 1% | -27% | -4%
Cc1cccc(NCN2C(=O)c3ccccc3C2=O)c1 | -4 | 19% | 2% | 1% | 1% | 13% | 0% | -2% | 1% | 0%
COc1ccccc1NC(=O)c1c(NC(=O)c2ccco2)sc2c1CCC2 | -2 | -1% | 11% | 0% | 3% | 0% | 77%[activator] | 1% | -7% | 3%
CCCCC(NC(=O)c1cccc(Br)c1)C(=O)O (stereo not drawn) | 44 | -7% | 10% | -3% | -13% | -1% | -2% | -1% | 3% | 4%
Cc1cccn2c(=O)c3cc(C(=O)NC4CCCC4)c(=N)n(CCCN4CCOCC4)c3nc12 | 0 | 1% | -22% | -3% | ? | -3% | . | 4% | -57%[inhibitor] | -5%
Cc1ccc2[nH]c3c(c2c1)CCN1C(=O)OC(C)(C)C31C (stereo not drawn) | 16 | 0% | -1% | 0% | -6% | -1% | -1% | 5% | 19% | -3%

Screening data (PubChem BioAssay)
